Bioassay records as filed in PubChem.
B2AR arrestin: beta2AR (human) beta-arrestin recruitment activity | P07550 | beta-arrestin recruitment to beta2AR, cell-based reporter | Potency, µM (top dose mostly 46.1 µM), inactives show at the highest dose activation, usual class: activators | 0.02% of 330,000 active;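 also: potency is read from the fitted curve at half-maximal effect; 0% = DMSO controls and full agonism = EC100 isoproterenol or metaproterenol; nearly all actives have a fitted effect of over 65% in size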
TRPV1 agonist: activates the human vanilloid receptor TRPV1 | Q8NER1 | TRPV1-expressing cells, Fluo-8 calcium influx, agonist mode | activation, % at 8.33 µM | 0.19% of 320,000 active | AID 540275; in the data active = activation above about 80%; inconclusive = between about 30% and that limit; also: 0% is about no effect
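Fluo-8 calcium influx in TRPV1-expressing cells, kinetic read (ex 480/em 520 nm). Compound added and read 3 min for agonist activity, followed by capsaicin at EC20 final and 2 min further read for enhancement.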
PKM2 activator: PKM2 (human) enzyme activation; purified PKM2, Kinase-Glo ATP luminescence, activation; response scale: 0% is enzyme alone, no compound; P14618; 0.34% of 260,000 active; Potency, µM (top dose mostly 57.5 µM), for inactives: top-dose activation, usual class: activators; AID 1631; also: potency is read from the fitted curve at half-maximal effect; % is scaled to controls: 0 for no effect and ±100 for the full control effect; nearly all actives have a fitted effect of over 55% in size
Target sequence (P14618 whole entry, looked up): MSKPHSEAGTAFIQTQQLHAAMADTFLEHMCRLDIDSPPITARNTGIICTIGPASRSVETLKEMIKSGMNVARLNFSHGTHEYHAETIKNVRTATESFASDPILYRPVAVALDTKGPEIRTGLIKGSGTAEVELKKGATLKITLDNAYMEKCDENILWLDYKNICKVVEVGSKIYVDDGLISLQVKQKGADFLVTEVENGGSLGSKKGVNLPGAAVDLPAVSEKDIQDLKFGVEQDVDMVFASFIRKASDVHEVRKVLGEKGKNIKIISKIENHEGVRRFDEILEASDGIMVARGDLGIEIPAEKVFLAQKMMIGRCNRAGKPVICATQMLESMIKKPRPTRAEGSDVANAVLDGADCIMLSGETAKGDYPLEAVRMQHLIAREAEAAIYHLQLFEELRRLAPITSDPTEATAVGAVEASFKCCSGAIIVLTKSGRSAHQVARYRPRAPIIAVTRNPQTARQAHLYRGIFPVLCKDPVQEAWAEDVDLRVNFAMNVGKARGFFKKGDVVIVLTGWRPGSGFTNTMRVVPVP
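Purified hPK-M2 (>95% pure) converted ADP (0.1 mM final) to ATP with 0.5 mM PEP in 50 mM imidazole pH7.2, KCl, MgCl2, Tween 20, BSA; 1 h at room temperature. ATP detected by Kinase-Glo luminescence.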
CXXC DNA block: MLL CXXC-DNA interaction inhibition. Potency, µM (titrated, usually from 115 µM), without a hit: at the top dose activity change, negative = inhibition, usual class: inhibitors. 0.037% of 290,000 active. Q03164. MLL-CXXC / FITC-HOXA9 DNA fluorescence polarization; active = well fitted inhibition curve with a large enough effect in the polarisation, with a control signal flat, not every such curve was filed as active; inconclusive = small, poorly fitted or top-dose-only effect, or effect the other way, or a change in a side signal; inactive = no such curve, though single readings can be large or run the other way; the % refers to the polarisation; also: potency is read from the fitted curve at half-maximal effect
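Purified MLL-CXXC (added from a 7 uM solution) was preincubated 5 min at ambient with pinned compounds in 50 mM Tris-HCl pH 7.5, 50 mM NaCl, 1 mM DTT, 0.05% BSA. Fluorescein-labeled HOX-A9 DNA (50 nM solution) followed, 30 min, then polarization read.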
KCNH2 3.1 block: blocks the human KCNH2 3.1 channel isoform; U2OS KCNH2 3.1, thallium flux FluxOr; stronger effect = lower value; activity change, % (tested at about 1.8 µM); 0.95% of 340,000 active; AID 720553;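 active = maximum activity change below -70%; inconclusive = maximum activity change from -70% to -50%; inactive = maximum activity change above -50%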;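 also: thallium influx rate constant from kinetic fluorescence after stimulation buffer; % is scaled to controls: 0 for no effect and ±100 for the full control effect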
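Normalized rate constant (relative to positive and negative DMSO controls) derived from a 2 min kinetic fluorescence read after stimulation; U2OS cells expressing the 3.1 isoform via virus at 1.77 x 10^8 /mL.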
KCNH2 WT inh: blocks the wildtype human KCNH2 potassium channel. activity change, % at 1.84 µM. U2OS, BacMam KCNH2, thallium flux FluxOr; stronger effect = lower value. Q12809. 0.37% of 340,000 active;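 active = maximum activity change below -70%; inconclusive = maximum activity change between -70% and -50%; inactive = maximum activity change above -50%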; also: % is scaled to controls: 0 for no effect and ±100 for the full control effect
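U2OS cells transduced with wild-type KCNH2 virus are loaded with FluxOr dye for 45 min, and thallium flux is measured in kinetic reads before and after stimulation buffer. Rate constants are normalized to DMSO controls.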
Giardia killer: kills Giardia lamblia; activity change, % at 7.66 µM, hits read low; 0.15% of 340,000 active; AID 540267; Giardia lamblia trophozoite viability; in the data active = activity change below about -80%; inconclusive = between about -30% and that limit;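 also: parasites exposed to compound for two days anaerobically before the ATP read; % is scaled to controls: 0 for no effect and ±100 for the full control effect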
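Viability, read as ATP luminescence: trophozoites at 100 cells/well, compound added, 48 hrs anaerobic at 37 deg C, then 15-30 min room-temperature development before reading.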
FBPA coupling cs: coupling enzyme interference in Giardia aldolase counter-screen; coupling enzyme system counterscreen, AmpLite Red fluorescence; activity change, negative = inhibition, % at 58.2 µM, hits read low; 0.67% of 290,000 active; AID 2472; in the data active = activity change below about -30%; also: % is scaled to controls: 0 for no effect and ±100 for the full control effect
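Final compound at 57.5 uM, incubated 10 min at RT with coupling enzyme reagent (glyceraldehyde-3-phosphate), then 20 min with substrate and AmpLite Red detection. Fluorescence read at 525/598 nm; tests interference with the coupling assay, not aldolase inhibition.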
USP2a block: USP2a (human) protease inhibition. O75604. USP2 core, Ub-CHOP2 coupled fluorogenic reporter, 485/531. Potency, µM (series often up to 38.3 µM), without a hit: top-dose activity change, negative = inhibition, usual class: inhibitors. 0.01% of 330,000 active. AID 463254;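 also: potency is read from the fitted curve at half-maximal effect; plate controls were DMSO wells for no effect and full inhibition by NEM control for full effect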
Target sequence (O75604 whole entry, looked up): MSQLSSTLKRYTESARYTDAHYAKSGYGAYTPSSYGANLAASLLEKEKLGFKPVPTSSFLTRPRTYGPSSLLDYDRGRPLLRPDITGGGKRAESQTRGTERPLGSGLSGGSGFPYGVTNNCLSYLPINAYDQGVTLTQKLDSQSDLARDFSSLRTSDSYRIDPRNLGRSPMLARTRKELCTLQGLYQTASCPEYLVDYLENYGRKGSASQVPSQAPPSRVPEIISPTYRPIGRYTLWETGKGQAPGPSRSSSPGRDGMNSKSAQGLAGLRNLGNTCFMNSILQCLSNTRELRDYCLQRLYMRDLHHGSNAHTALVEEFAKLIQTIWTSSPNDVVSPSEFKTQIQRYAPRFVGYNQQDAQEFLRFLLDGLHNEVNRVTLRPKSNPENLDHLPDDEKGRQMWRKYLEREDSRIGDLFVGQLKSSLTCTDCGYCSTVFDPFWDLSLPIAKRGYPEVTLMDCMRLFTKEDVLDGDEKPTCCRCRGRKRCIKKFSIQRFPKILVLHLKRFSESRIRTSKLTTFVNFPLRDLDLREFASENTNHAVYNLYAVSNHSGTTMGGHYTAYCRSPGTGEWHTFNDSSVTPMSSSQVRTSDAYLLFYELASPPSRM
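Cell-free coupled assay: 10nM USP2 core preincubated 30min RT with compound in Tris-HCl pH 8.0/CaCl2/CHAPS buffer, then 25nM Ub-CHOP2 and 25nM reporter substrate; fluorescence (Ex 485/Em 531) read after 60min RT, normalized to NEM inhibition, concentration-response curves fitted.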
GALK inh: galactokinase (human) inhibition | Purified GALK, Kinase-Glo residual ATP luminescence | Potency, µM (top dose mostly 57.5 µM), without a hit: at the top dose activity change, negative = inhibition, actives largely listed as inhibitors | 0.007% of 270,000 active | P51570 | AID 1868; also: potency is read from the fitted curve at half-maximal effect; % is scaled to controls: 0 for no effect and ±100 for the full control effect
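Luminescence from leftover ATP (Ultra-Glo luciferase/luciferin) served as read-out after a 1 h room-temperature reaction of 5 nM GALK with 35 uM ATP and 100 uM galactose.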
Menin MLL FP TR: inhibitors of human menin-MLL interaction, mutant MLL peptide; 0.23% of 270,000 active; Menin + Texas Red MLL mutant peptide, fluorescence polarization; Potency, µM (doses to about 61.6 µM), inactives show top-dose FP activity change, negative = inhibition, hits mostly inhibitors; AID 1768; active = well fitted inhibition curve with a large enough effect in the polarisation, with a control signal flat, not every such curve was filed as active; inconclusive = small, poorly fitted or top-dose-only effect, or effect the other way, or a change in a side signal; inactive = no such curve, though single readings can be large or run the other way; the % refers to the polarisation; also: potency is read from the fitted curve at half-maximal effect; % of control where 0% means no effect; many of its hits are not listed in these tables
Starred values were filed as active, the others as inactive; ? = inconclusive; . = no result given; & = joins results of further samples. Unless noted, calls follow the shape of the dose curve; as a rule, active = well fitted curve in the direction sought with a large enough effect; inconclusive = small, poorly fitted or top-dose-only effect, or another doubt; inactive = no such curve, though single readings can be large; an effect the other way counts as inactive or inconclusive.

SMILES	B2AR arrestin	TRPV1 agonist	PKM2 activator	CXXC DNA block	KCNH2 3.1 block	KCNH2 WT inh	Giardia killer	FBPA coupling cs	USP2a block	GALK inh	Menin MLL FP TR
COc1ccc(C)cc1N(CC(=O)N1CCCCCC1)S(C)(=O)=O	-2.1%	-0.4	3.8%	0.6%	0.2	-12.6	-0.1	-1.2	-0.3%	4.6%	-9.9%
O=C1c2ccccc2CCC12N=NCC2c1ccc(Br)cc1 (stereo not given)	-0.1%	21.7	7.5%	-3.2%	-18.0	-6.2	-16.3	1.9	?	2.5%	-22.7%
COc1ccc(N(C(=O)Cc2cccs2)C2C=CS(=O)(=O)C2)cc1 (stereo not given)	-0.3%	1.0	-5.6%	7.0%	-4.8	-5.4	20.7	-2.0	1.8%	7.4%	?
C/C(=N\Nc1ncnc2sc(C)c(C)c12)c1ccccn1	2.6%	87.5*	.	?	-7.7	-73.0*	-0.1	-0.3	9.2%	-0.6%	2.6%
O=C(Nc1cc(S(=O)(=O)N2CCOCC2)ccc1OCC(F)(F)F)c1ccc(N2CCCC2=O)cc1	-0.3%	-0.5	.	.	-24.2	-2.6	-10.6	.	0.6%	.	.
C[C@@H](C(=O)Nc1ccc2ccccc2c1)[C@@H]1C[C@@]1(C)[C@@H](NC(=O)c1cnccn1)c1ccccc1	1.6%	3.0	1.9%&-1.1%	15.6%	-1.5	10.0	-4.7	-6.2&-1.0	-2.9%	.	-18.1%&11.4%
CC(/C=N/Nc1nc(C)cc(C)n1)=C\c1ccc(C(C)C)cc1	-1.3%	0.7	2.1%	-1.9%	-5.3	-17.6	-3.1	-1.2	3.8%	.	-9.8%
O=c1cnn(-c2ccccc2)c(-c2ccccc2)c1	0.7%	?	2.7%	-7.4%	4.8	18.7	3.3	3.0	2.8%	2.1%	8.6%
Cc1cccc(C(=O)NCC(=O)N2CCN(S(=O)(=O)c3cc(C)ccc3C)CC2)c1	0.4%	0.4	.	.	1.1	-4.5	11.5	.	-0.3%	.	.
O=C(NCC1CCCN1S(=O)(=O)c1cccs1)C(=O)Nc1ccc(F)cc1 (stereo not given)	0.3%	0.2	.	.	0.0	-3.4	15.4	.	0.2%	.	.
N#Cc1c(-c2ccccc2Cl)cc(-c2ccccc2)nc1Br	-0.6%	1.2	-18.9%	?	-2.7	0.4	3.9	-2.3	-5.8%	0.1%	0.1%
CN(C)C(C(=O)NC1CCCCC1)c1ccc(Cl)cc1 (stereo not given)	0.0%	2.3	9.6%	1.9%	-5.6	5.6	2.6	2.0	1.3%	-1.8%	-7.3%
COc1cccc(CCc2nnc(CCC(=O)NCCc3cccc(C)n3)o2)c1	0.1%	1.8	7.5%	0.7%	2.5	-1.2	-2.9	-1.6	1.5%	-2.1%	-3.1%
CN(C)C(/C=C/Nc1cccc([N+](=O)[O-])c1)=C(C#N)C#N	-0.1%	0.9	-15.2%	6.2%	-1.0	12.8	8.8	0.3	1.3%	6.8%	7.3%
O=C(NCCC1=CCCCC1)C1CCN(C(=O)c2ccc(Br)cc2)CC1	-0.5%	2.5	0.7%	0.0%	-3.2	-0.9	1.5	4.7	-1.1%	0.8%	4.6%

One compound at a time, as listed above:
`CN(C)C(C(=O)NC1CCCCC1)c1ccc(Cl)cc1` (stereo not given) as listed: B2AR arrestin = 0.0%; TRPV1 agonist = 2.3; PKM2 activator = 9.6%; CXXC DNA block = 1.9%; KCNH2 3.1 block = -5.6; KCNH2 WT inh = 5.6; Giardia killer = 2.6; FBPA coupling cs = 2.0; USP2a block = 1.3%; GALK inh = -1.8%; Menin MLL FP TR = -7.3%
`COc1cccc(CCc2nnc(CCC(=O)NCCc3cccc(C)n3)o2)c1` as listed: B2AR arrestin = 0.1%; TRPV1 agonist = 1.8; PKM2 activator = 7.5%; CXXC DNA block = 0.7%; KCNH2 3.1 block = 2.5; KCNH2 WT inh = -1.2; Giardia killer = -2.9; FBPA coupling cs = -1.6; USP2a block = 1.5%; GALK inh = -2.1%; Menin MLL FP TR = -3.1%

(next part)
SMILES	B2AR arrestin	TRPV1 agonist	PKM2 activator	CXXC DNA block	KCNH2 3.1 block	KCNH2 WT inh	Giardia killer	FBPA coupling cs	USP2a block	GALK inh	Menin MLL FP TR
CN(C)c1ccc(/C=C2\N=C(c3ccc(Cl)c([N+](=O)[O-])c3)NC2=O)cc1	0.0%	3.5	-18.7%	6.1%	-38.7	-7.9	-4.4	-1.0	2.5%	7.4%	?
Cc1ccccc1NC(=O)c1c([N+](=O)[O-])cnn1C	-0.6%	3.4	0.5%	-4.9%	-5.4	-0.9	1.5	1.2	-2.3%	-6.3%	5.3%
COc1ccc(N2CCN(C(=O)C3CC(=O)N(c4ccc(C)cc4)C3)CC2)cc1 (stereo not given)	-1.0%	6.3	-1.3%	0.3%	-4.5	10.0	-8.9	0.4	1.1%	-1.9%	-16.9%
CS(=O)(=O)N1CCN(C(=O)c2ccc(Br)s2)CC1	0.2%	12.9	3.8%	0.4%	0.8	26.6	5.3	0.3	-7.0%	-1.6%	.
CS(=O)c1ccccc1-c1nc(-c2cc(C(F)(F)F)cc(C(F)(F)F)c2)no1 (stereo not given)	0.0%	2.2	3.0%	-10.4%	.	-4.5	-10.5	-3.9	2.3%	.	?
O=C(CN1CCCCC1)N/N=C/c1cccc(Cl)c1	-0.4%	2.3	-0.6%	4.8%	-20.1	-2.8	3.7	3.1	0.5%	-7.3%	1.7%
O=S(=O)(NCC1CCCO1)c1ccc(S(=O)(=O)N(Cc2ccccn2)C2CC2)cc1 (stereo not given)	-0.5%	-6.8	-1.4%	17.2%	-9.9	-0.5	18.2	1.2	2.5%	.	0.0%
Cc1cc(N/N=C/c2ccccc2O)c2ccccc2n1	-1.0%	17.8	-4.2%	?	-2.3	2.3	-24.2	0.1	0.5%	0.0%	?
O=C(COC(=O)c1cc(Cl)ccc1[N+](=O)[O-])NCc1ccc(Cl)cc1Cl	-0.2%	-3.3	-3.1%	9.7%	2.7	16.9	-5.3	-5.6	1.7%	-0.3%	0.1%
CCc1nnc(NS(=O)(=O)c2ccc(N=Cc3c(C)[nH]n(-c4ccc(Cl)cc4)c3=O)cc2)s1	-0.7%	-1.7	-16.1%	6.5%	25.6	3.5	6.3	0.3	3.0%	1.0%	?
CCOC(=O)N1CCN(C(=S)NC(=O)/C=C/c2ccc(C)cc2)CC1	0.3%	6.6	-6.8%	-11.5%	19.7	-3.7	17.2	.	-0.6%	1.3%	.
O=C(Cc1ccccc1)Nc1c[nH]c(=O)[nH]c1=O	-0.3%	-4.6	-3.7%	-3.7%	6.7	-4.1	7.4	3.4	5.9%	-1.1%	-12.7%
C[C@H](CO)N1C[C@H](C)[C@H](CN(C)CC2CC2)Oc2ccc(NC(=O)CCN3CCOCC3)cc2C1=O	-0.5%	.	.	.	14.9	26.5	-0.9	.	0.1%	.	.
Cn1c(C(=O)O)c(CC(=O)NCc2cccnc2)c2ccccc21	-1.2%	-0.6	3.7%	-3.4%	9.8	6.6	-2.8	-3.2	3.0%	-0.3%	9.4%
O=C(CN1C(=O)CSc2ccc(S(=O)(=O)N3CCOCC3)cc21)NCCCN1CCCCC1	0.3%	2.1	10.7%	9.7%	-2.3	-13.1	6.3	-1.0	5.8%	1.1%	4.3%
CCOc1ccc(S(=O)(=O)NC2CC2)cc1	0.0%	-1.8	-1.0%	-0.3%	3.2	2.3	-8.1	2.5	-0.3%	7.4%	2.3%
CCCCOC(=O)c1cccc(NC(=O)CCC(=O)O)c1	0.0%	-2.0	-11.1%	1.4%	23.6	-3.6	-0.3	-1.1	5.3%	3.0%	14.8%
Cc1nnsc1C(=O)N1CCC(CO)(Cc2ccccc2Cl)CC1	-0.6%	4.8	6.0%	5.8%	-37.7	-15.4	-11.8	8.0	0.8%	3.5%	.
C=C(Br)Cn1c(CC(C)C)nc2ccccc21	0.5%	2.9	-3.4%	1.1%	-6.8	-16.8	23.6	3.1	0.7%	1.7%	?
c1ccc(CCc2nn3c(Cn4nnc5ccccc54)nnc3s2)cc1	0.3%	2.8	-4.6%	-9.7%	-4.4	9.4	-6.4	0.7	-0.9%	0.6%	0.6%
COC(=O)n1c(=O)oc2ccccc21	-0.3%	-3.2	0.9%	6.1%	-6.3	12.8	6.2	2.4	0.8%	-1.7%	-3.4%
O=C(COc1ccccc1[N+](=O)[O-])Nc1cc(C(=O)O)cc(C(=O)O)c1	0.0%	-2.2	2.4%	2.9%	-2.6	-2.1	5.2	0.2	1.8%	6.3%	-7.5%
CCc1ccc(Nc2nnc(SCC(=O)c3c(N)n(C4CC4)c(=O)[nH]c3=O)s2)cc1	-0.1%	-1.8	.	.	-5.5	-0.1	-7.3	.	1.4%	.	.

These rows are one share of the data; the hit share may differ from the screen's.
